IL1B secr inh: blocks inflammasome-driven IL-1 beta release; THP-1 LPS/ATP IL-1B secretion, AlphaLISA, 16 h; active compounds read low; activity change, % at 57.5 µM; 360,000 tested, 4.7% active; in the data active means activity change below about -50%; inconclusive means mostly about -30% to -49%; further: on the % scale 0 is the no-effect control and ±100 the full control effect
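Secreted IL-1B measured by AlphaLISA bead assay after 16 h compound exposure of THP-1 cells; compounds (final up to 57.5 uM) added 1 h before LPS (250 ng/mL) and ATP (1.25 mM) stimulation; lower signal means less secretion.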
KB-V1 cytotox: kills drug-selected multidrug resistant KB-V1 cells. KB-V1 MDR cells viability, CellTiter-Glo, 72 h. Potency, µM (highest dose often 46.1 µM), for the others: top-dose activity change, negative = cytotoxicity, most hits filed as cytotoxic. 400,000 tested, 3.4% active. AID 1347076; further: potency means the concentration at half of the fitted maximal effect; on the % scale 0 is the no-effect control and ±100 the full control effect; nearly all actives have a fitted effect of over 60% in size
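Following 72 h at 37 degrees C with compound, KB-V1 cell viability was read by CellTiter-Glo luminescence, medium being phenol-red-free DMEM plus 10% FBS; concentration-response parameters came from normalized, curve-fitted qHTS data.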
HT1080-NT tox: kills 2HG-producing HT-1080-NT fibrosarcoma cells. HT-1080-NT fibrosarcoma viability, CellTiter-Glo ATP luminescence, 48 h. Potency, µM (titrated, usually from 46.1 µM), inactives show at the highest dose activity, negative = less viability, actives largely listed as cytotoxic. 360,000 tested, 1.6% active. AID 686970;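 further: NT is the 2HG producing partner of a matched IDH1 knockdown line; potency means the concentration at half of the fitted maximal effect; 0% = DMSO-treated cells and -100% = media-only wells without cells; nearly all actives have a fitted effect of over 55% in size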
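HT-1080-NT fibrosarcoma cells (2HG-overproducing), 750 cells/well in RPMI with 5% FBS, dosed after 2 h and incubated 48 h at 37C. CellTiter-Glo luminescence normalized to DMSO and no-cell wells; concentration-response curves fitted and classed.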
KB-3-1 tox: KB-3-1 parental cell cytotoxicity. KB-3-1 viability, CellTiter-Glo ATP luminescence, 72 h. Potency, µM (top dose mostly 46.1 µM), without a hit: at the top dose activity change, negative = cytotoxic, usual class: cytotoxic. 400,000 tested, 1.4% active. AID 1347075; further: potency means the concentration at half of the fitted maximal effect; on the % scale 0 is the no-effect control and ±100 the full control effect; nearly all actives have a fitted effect of over 60% in size
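Parental KB-3-1 viability, qHTS format: 72 h compound exposure, 37 °C; CellTiter-Glo; media-only wells and DMSO plates as controls; concentration-effect fits on corrected data.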
DRD3 agonist: D3 dopamine receptor (human) agonism; P35462; D3R DiscoveRx beta-arrestin cells, luminescence, 90 min; max activation, %; 410,000 tested, 0.58% active; in the data active means max activation above about 30%; further: 0% is about no effect; mostly tested at two doses, the higher about 12 µM
Target sequence (P35462 whole entry, looked up): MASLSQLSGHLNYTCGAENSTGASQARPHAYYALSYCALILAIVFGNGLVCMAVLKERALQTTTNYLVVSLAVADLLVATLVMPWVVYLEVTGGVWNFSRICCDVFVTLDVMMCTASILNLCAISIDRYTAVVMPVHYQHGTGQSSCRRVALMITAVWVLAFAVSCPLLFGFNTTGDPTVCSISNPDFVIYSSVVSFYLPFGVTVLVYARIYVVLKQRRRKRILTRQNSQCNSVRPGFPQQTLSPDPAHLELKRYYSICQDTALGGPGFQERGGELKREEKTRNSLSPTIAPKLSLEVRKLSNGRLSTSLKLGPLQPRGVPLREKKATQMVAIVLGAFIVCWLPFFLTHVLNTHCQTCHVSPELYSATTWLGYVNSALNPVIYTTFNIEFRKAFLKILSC
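Agonist mode: compounds and dopamine controls were applied to plated cells for 90 min at 37 degrees C after an overnight attachment at 1500 cells/well. Luminescent read-out followed 30 - 60 minutes at room temperature with DiscoveRx detection reagent.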
SW480 rereplic: induces DNA re-replication in SW480 colon adenocarcinoma cells. SW480 DNA re-replication, Hoechst DNA content imaging, 48 h. Potency, µM (titrated, usually from 46.1 µM), for the others: top-dose re-replication activation, hits mostly activators. 340,000 tested, 1.8% active; further: potency means the concentration at half of the fitted maximal effect; % of control where 0% means no effect; nearly all actives have a fitted effect of over 55% in size
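Compounds, transferred as 23 nL by pin tool, were incubated with cells for 48 hr; DNA content per nucleus was then quantified by Hoechst staining and fluorescence plate imaging.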
HEK293 tox: cytotoxicity in counter-screen for GLP-1R inverse agonists | HEK293 cAMP-luciferase reporter cells, luminescence, 24 h | Potency, µM (highest dose often 38.3 µM), inactives show at the top dose activity change, negative = inhibition, actives largely listed as inhibitors | 410,000 tested, 0.13% active | AID 624418;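 further: loss of luciferase light is scored as toxicity; potency means the concentration at half of the fitted maximal effect; on the % scale 0 is the no-effect control and ±100 the full control effect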
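Quantitative HTS format, 1536 wells, 200 cells/uL seeded. Compounds: 23 nL, 24 h, 37 °C. Detection: luciferase reagent, luminescence at 12 min RT; decreased signal taken as cytotoxic.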
HT1080 IDH1KD tx: kills HT-1080 cells with IDH1 knockdown; HT-1080 IDH1 knockdown viability, ATP luminescence, 48 h; Potency, µM (titrated, usually from 46.1 µM), inactives show at the top dose activity, negative = toxicity, usual class: cytotoxic; 360,000 tested, 2% active; AID 686971;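 further: potency means the concentration at half of the fitted maximal effect; 0% = DMSO wells and -100% = cell-free medium wells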
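After a 2 h attachment period, IDH1KD HT-1080 cells took pin-transferred compound for 48 h at 37 °C; ATP-based luminescence after 10 min room-temperature reagent incubation reported viability.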
MCF10A rereplic: induces DNA re-replication in MCF 10a normal breast cells; Potency, µM (doses to about 46.1 µM), for the others: at the top dose activity, positive = re-replication, usual class: activators; MCF 10A DNA re-replication, Hoechst nuclear intensity, 48 h; 350,000 tested, 2.9% active; further: potency means the concentration at half of the fitted maximal effect; % of control where 0% means no effect; nearly all actives have a fitted effect of over 50% in size
Starred values were filed as active, the others as inactive; ? = inconclusive; . = not tested or not shown; [ ] = remark or other dose. Unless noted, the call rests on the fitted dose curve; in most records, active means well fitted curve in the direction sought with a large enough effect; inconclusive means small, poorly fitted or top-dose-only effect, or another doubt; inactive means no such curve, though single readings can be large; an effect the other way counts as inactive or inconclusive.

#	mol	IL1B secr inh	KB-V1 cytotox	HT1080-NT tox	KB-3-1 tox	DRD3 agonist	SW480 rereplic	HEK293 tox	HT1080 IDH1KD tx	MCF10A rereplic
1	Cc1nc2ccc(NC(=O)c3ccccc3)cc2c(=O)n1Cc1ccc(F)cc1	-22.2	?	-17.2%	?	0.3	.	-16.3%	?	.
2	COc1ccccc1CNC(=O)C(NC(=O)Nc1ccccc1)C(C)C (stereo not drawn)	28.8	-21.7%	10.2%	21.9%	-12.2	-6.6%	4.4%	17.9%	-2.3%
3	COc1ccc(-c2cn3nc(N4CCCC(C(=O)Nc5cc(Cl)ccc5OC)C4)sc3n2)cc1 (stereo not drawn)	.	6.2%	.	-20.4%	6.6	.	7.6%	.	.
4	CCOCCCNC(=O)c1cc2c(s1)-c1ccccc1SC2	-2.6	17.8%	10.2%	?	25.5	4.5%	2.9%	12.6%	0.8%
5	COc1cc2c(cc1OC)CN(Cc1cc(=O)n3cc(C)ccc3n1)CC2	2.3	2.3%	-5.1%	-2.6%	-4.8	-3.8%	38.4%[activator]	-5.6%	-2.0%
6	O=S1(=O)CC(N2CCN(CC3CC3)CC2)CN1CCc1ccccc1 (stereo not drawn)	14.2	10.2%	22.8%	0.0%	-10.5	.	1.3%	22.9%	.
7	O=C(NC1CCCCCCC1)c1cccnc1	4.7	-19.4%	1.7%	-7.2%	-1.6	1.4%	-17.2%	14.8%	-1.7%
8	CCN1CCN(C(=O)c2ccc3c(c2)N(Cc2cccc(F)c2)C(=O)c2ccccc2S3)CC1	.	8.9%	.	-3.2%	-16.4	.	-17.7%	.	.
9	CC(C)(C)OC(=O)NCc1n[nH]c(=S)n1C1CC1	8.2	?	13.0%	3.1%	3.7	-2.8%	-4.9%	14.3%	6.6%
10	CCOc1ccc(S(=O)(=O)N(CC)CC(=O)NCc2ccccn2)cc1C	-0.3	-31.1%	-0.8%	3.5%	11.7	-2.2%	-6.7%	2.3%	4.4%
11	CN(C)C(=O)N1CCN(c2nc(-c3ccccc3)cs2)CC1	-23.0	?	-3.2%	-12.3%	-2.5	-3.4%	0.2%	-10.5%	17.4%
12	COCC(=O)Nc1ccc(C(C)C)cc1	-8.9	-18.3%	0.0%	23.9%	-13.7	-1.7%	6.6%	8.9%	2.6%
13	Cc1cccc(NC(=O)Cn2cnc3c(oc4nc5c(cc43)COC(C)(C)C5)c2=O)c1	30.7	5.2%	1.2%	13.9%	10.1	8.3%	-2.7%	-0.3%	?
14	O=C(NCc1cccnc1)C(=O)NCC1OCCCN1S(=O)(=O)c1ccccc1 (stereo not drawn)	18.5	-0.5%	7.5%	7.3%	4.8	-3.2%	-5.1%	4.7%	-12.3%
15	COCCn1c(C)cc(C2=NNC(=Nc3ccccc3)SC2)c1C	4.3	-5.9%	-4.1%	-6.6%	0.9	3.1%[9.22 µM]	-19.3%	-2.4%	9.9%
16	CN(CC(=O)NCCN1CCN(Cc2ccccc2)CC1)S(=O)(=O)c1cccc2nsnc12	30.4	-4.6%	0.4%	-9.1%	-7.9	-4.1%	4.2%	-11.4%	17.8%
17	O=C1C(=O)N(CCN2CCOCC2)C(c2ccc(Cl)cc2)/C1=C(/O)c1ccc(S(=O)(=O)N2CCOCC2)cc1 (stereo not drawn)	-4.9	22.6%	10.7%	0.4%	-9.2	-3.6%	-1.2%	-1.1%	-2.5%
18	CC(C)Sc1nnc([C@H](C)NC(=O)OC(C)(C)C)o1	3.1	?	2.7%	-8.7%	8.2	1.9%	3.3%	9.7%	-1.7%
19	O=C(NCCCNC(=O)c1ccc(F)cc1)c1ccc(F)cc1	13.0	-9.8%	4.0%	2.3%	0.4	1.0%	-16.3%	3.9%	-16.9%
20	Cc1cc(S(=O)(=O)NC(C)c2nnc3ccccn23)ccc1Br (stereo not drawn)	10.7	?	2.2%	-1.4%	3.3	-2.4%	-17.3%	3.3%	1.6%
21	COc1cc2c(cc1NC(=O)CSc1ccccn1)oc1ccccc12	2.6	-23.6%	-6.8%	-16.7%	-1.7	2.8%	-4.9%	-15.1%	22.8%
22	O=C(NCC1CCCO1)C1CCN(S(=O)(=O)c2cc(Cl)ccc2Cl)CC1 (stereo not drawn)	35.2	-19.3%	-0.1%	3.9%	4.4	-1.0%	20.4%	7.0%	4.0%
23	Cc1ccccc1/C=N/Nc1ccc(Cl)nn1	4.4	-5.4%	20.4%	0.7%	0.6	-4.0%	-2.5%	14.8%	?
24	Cc1nnc2c3ccccc3c(-c3ccccc3)nn12	32.8	0.0%	-21.8%	4.3%	3.5	-0.6%	1.1%	3.5%[9.24 µM]	-4.4%
25	COc1cc(NC(=O)/C=C/c2ccccc2[N+](=O)[O-])cc(OC)c1	0.0	-17.7%	3.7%	0.0%	6.6	.	-20.1%	-5.6%	-3.2%

An excerpt of these results, with one line to a screen:
1) Cc1nc2ccc(NC(=O)c3ccccc3)cc2c(=O)n1Cc1ccc(F)cc1
2) COc1ccccc1CNC(=O)C(NC(=O)Nc1ccccc1)C(C)C (stereo not drawn)
3) COc1ccc(-c2cn3nc(N4CCCC(C(=O)Nc5cc(Cl)ccc5OC)C4)sc3n2)cc1 (stereo not drawn)
4) CCOCCCNC(=O)c1cc2c(s1)-c1ccccc1SC2
5) COc1cc2c(cc1OC)CN(Cc1cc(=O)n3cc(C)ccc3n1)CC2

screen / no.,1,2,3,4,5
IL1B secr inh,-22.2,28.8,.,-2.6,2.3
KB-V1 cytotox,?,-21.7%,6.2%,17.8%,2.3%
HT1080-NT tox,-17.2%,10.2%,.,10.2%,-5.1%
KB-3-1 tox,?,21.9%,-20.4%,?,-2.6%
DRD3 agonist,0.3,-12.2,6.6,25.5,-4.8
SW480 rereplic,.,-6.6%,.,4.5%,-3.8%
HEK293 tox,-16.3%,4.4%,7.6%,2.9%,38.4%[activator]
HT1080 IDH1KD tx,?,17.9%,.,12.6%,-5.6%
MCF10A rereplic,.,-2.3%,.,0.8%,-2.0%

Continuation.
#	mol	IL1B secr inh	KB-V1 cytotox	HT1080-NT tox	KB-3-1 tox	DRD3 agonist	SW480 rereplic	HEK293 tox	HT1080 IDH1KD tx	MCF10A rereplic
26	O=C(O)COCC(=O)Nc1ccc(-n2cnnn2)cc1	20.3	4.3%	9.4%	-1.4%	1.9	-34.8%	5.4%	14.3%	0.1%
27	Cc1cc(N2CCOCC2)c(F)cc1C(=O)c1ccccc1	-24.6	18.4µM*	-3.8%	-18.9%	-1.2	-6.8%	-0.1%	-10.1%	4.3%
28	Cc1ccc(C(=O)NCc2ccc(F)cc2)cc1NC(=O)c1nsc2ccccc12	.	-4.8%	.	-11.9%	7.1	.	-15.7%	.	.
29	CN(C(=O)c1ccc(NC(=O)Cc2ccc(NC(=O)C3CCCN(S(=O)(=O)c4cccc([N+](=O)[O-])c4)C3)cc2)cc1)C1CCCC1 (stereo not drawn)	25.7	-16.0%	0.8%	0.0%	-26.0	?	3.1%	0.5%	-4.3%
30	CCc1ccccc1NC(=O)CCN1C(=O)c2ccccc2C1=O	-0.3	0.0%	?	21.4%	7.2	1.7%	12.7%	19.1%	0.9%
31	COC(=O)c1ccccc1OCCOCCOc1cccc2ccc(C)nc12	23.0	?	?	-0.4%	-0.1	-7.0%	-10.4%	-19.2%	-4.0%
32	CCOc1ccccc1C1C(C(=O)Nc2ccccc2OC)=C(C)Nc2nc3ccccc3n21 (stereo not drawn)	.	14.0%	.	0.0%	-12.0	.	6.4%	.	.
33	CC1CCN(c2nc3ccc(C(=O)NCc4ccccc4)cc3s2)CC1	.	-0.2%	.	-2.4%	0.2	.	2.0%	.	.
34	CC1=NNC(=O)C1CCC(=O)N/N=C/C=C/c1ccccc1 (stereo not drawn)	27.8	?	12.2%	-1.3%	8.2	-1.5%	-0.8%	26.7%	0.9%
35	Cc1nn(CCc2n[nH]c(=S)n2-c2ccc(F)cc2)c(C)c1[N+](=O)[O-]	-13.0	3.6%	12.2%[9.24 µM]	1.8%	-27.6	0.2%	-9.7%	5.3%	-2.3%
36	C=CCn1c(SCc2c(C(=O)OC)sc(N)c2C(=O)OC)nnc1-c1ccc(Cl)cc1	-9.7	0.0%	-24.4%	?	3.6	11.0%	-5.9%	?	4.2%
37	CCc1ccc(-c2nc(SCC(=O)N(C)C3CCS(=O)(=O)C3)n[nH]2)cc1 (stereo not drawn)	-8.8	3.7%	9.2%	?	-5.0	1.2%	-0.5%	1.5%	-0.5%
38	COc1cc(CN2CCN(c3ccc(C)cc3)CC2)cc([N+](=O)[O-])c1O	10.3	?	-1.7%	0.7%	-9.4	-8.3%	-15.6%	?	-2.9%
39	COc1ccc(C)cc1S(=O)(=O)N1CCC(C(=O)NC2CCCC2)CC1	-3.5	.	2.3%	.	-2.6	3.5%	-1.6%	-3.4%	8.4%
40	CCCCCN(C(=O)CCC(=O)OCCOc1ccc(OCC)cc1)c1c(N)n(CCCC)c(=O)[nH]c1=O	?	-0.1%	-16.1%	?	-18.4	2.1%	-4.6%	-6.3%	4.9%
41	Cc1ccc2[nH]c3c(c2c1)CCc1cn[nH]c1-3	-13.0	-7.4%	?	-4.6%	-0.3	?	-2.9%	?	?
42	CCOc1ccc(C(Nc2ccc(C)cc2)P2(=O)OCCCO2)cc1 (stereo not drawn)	6.0	1.7%	-3.5%	8.5%	-2.6	-7.5%	5.2%	-0.8%	5.1%
43	CCCCNC(=O)C1C(c2ccccc2)=Nc2ccccc2N1C(=O)c1ccc2c(c1)OCO2 (stereo not drawn)	5.0	?	-15.3%	?	-4.8	.	0.2%	-16.4%	.
44	c1ccc(-n2ncc3c(NC4CCCC4)ncnc32)cc1	.	-2.2%	.	-14.7%	-16.1	.	-18.6%	.	.
